S1P3 antag – S1P3 receptor antagonists, primary screen, cell-based | 170,000 tested, 0.27% active | CHO S1P3 NFAT-BLA reporter, FRET fluorescence, antagonist mode | inhibition, % at 4.98 µM | Sphingosine 1-phosphate receptor 3 (Homo sapiens), Q99500;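 active = inhibition above the plate cutoff, the mean inhibition of test wells on that plate plus 3 SD, cut at about 28% in these data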;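 also: cells challenged with S1P at its EC80 of 0.8 µM; blue over green emission ratio from cleaved BLA substrate after 4 h stimulation; 0% = S1P-stimulated wells and 100% = unstimulated DMSO-only wells; some compounds past the cut are filed as inactive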
STAT1 blocker – STAT1 signaling inhibitors, primary screen, cell-based, HTS, luciferase reporter | inhibition, % at 5.5 µM | NIH 3T3 STAT1-luciferase reporter, IFN-gamma, luminescence | AID 920, 2007 | 200,000 tested, 0.35% active;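 active = inhibition above a set limit, the mean inhibition across all tested compounds plus 3 SD, cut at about 34% in these data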;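 also: 0% = IFN-gamma with DMSO and 100% = IFN-gamma with 300 µM nifuroxazide; values of inactives mirror those of a sister screen read the other way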
RAM network inh – inhibitors of the yeast RAM network, primary screen, dse1pr::URA3 reporter, 5-FOA selection. S. cerevisiae dse1pr::URA3 reporter, 5-FOA growth OD615, 2 d; analog-sensitive cbk1-as2 kinase mutant strain. inhibition, % at 50 µM. 190,000 tested, 1.8% active;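 active = inhibition above a set limit, 3 SD over mean compound inhibition, cut at about 8.4% in these data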;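 also: 0% = DMSO-only wells with no growth and 100% = 10 µM 1-NA-PP1 full growth; inhibition rescues growth on 5-FOA so higher OD means more RAM inhibition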
ROMK mod – ROMK potassium channel modulators, primary screen, cell-based, thallium flux, MLSMR library. ATP-sensitive inward rectifier potassium channel 1 (Homo sapiens), P48048. Tet-inducible ROMK, thallium flux fluorescence; actives lie on both sides. B-score at 10 µM. 130,000 tested, 2% active. AID 1918, 2009;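 active = signal ratio slope over the read window, or its plate-corrected B-score, at least 3 SD from the plate mean, either direction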;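 also: B-score of the F/F0 ratio slope over 7 to 12 s after thallium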
TR-FRET SRC-2 ct – TR-FRET signal artefacts, primary screen, artefact control for PPARgamma SRC-2 agonist project, biochemical; TR-FRET artefact counter-screen; stronger effect = higher value; TR-FRET ratio at 8 µM; 200,000 tested, 0.4% active; AID 1049, 2008; in the data active = TR-FRET ratio above about 2000; also: inactives centre near 1500
PPARg SRC3 recr – PPARgamma agonists recruiting SRC-3 coactivator, primary screen, biochemical | Peroxisome proliferator-activated receptor gamma (Homo sapiens), P37231 | biochemical PPARgamma/SRC-3 coactivator recruitment assay | activation, % at 8 µM | 200,000 tested, 0.26% active; in the data active = activation above about 23%;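 also: 0% = DMSO and 100% = reference agonist; some compounds past the cut are filed as inactive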
STAT3 act – IL-6 driven STAT3 reporter potentiators, primary screen, U3A cells, luciferase, luminescence, MLSCN library | IL-6 STAT3-luciferase reporter; 100% = signal with IL-6 EC80 alone | activation (% of control), % at 5.6 µM | 190,000 tested, 0.91% active;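 active = activation above the screen-wide mean of compound activation plus 3 SD, cut at about 130% in these data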;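 also: 0% = background luminescence of wells with medium and substrate only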
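Material: human STAT1-deficient U3A cells with stable STAT3-luciferase reporter / Probe or stimulus: IL-6 stimulus at 33 ng/mL final / Schedule: 1 h compound pre-exposure, 6 h IL-6 stimulation, 37 °C / Technique: luminescence / Read-out basis: percent of IL-6-only median luminescence / Control set: IL-6-only high control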
STAT3 inh – IL-6 driven STAT3 reporter inhibitors, primary screen, U3A cells, luciferase, luminescence, MLSCN library. AID 862, 2007. IL-6 STAT3-luciferase reporter; host cell line lacks STAT1. 190,000 tested, 0.89% active. inhibition, % at 5.5 µM;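 active = inhibition above the mean inhibition across all screened compounds plus 3 SD, cut at about 44% in these data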;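 also: 0% = DMSO only wells and 100% = 100 µM nifuroxazide control wells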
PPARg SRC1 recr – PPARgamma agonists recruiting SRC-1 coactivator, primary screen, biochemical | 200,000 tested, 0.41% active | AID 631, 2007 | Peroxisome proliferator-activated receptor gamma (Homo sapiens), P37231 | PPARgamma-SRC-1 coactivator recruitment biochemical assay | activation, % at 8 µM; in the data active = activation above about 19%;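 also: 0% = DMSO and 100% = reference agonist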
PPARg SRC2 recr – agonists of PPARg-SRC-2 recruitment, primary screen, biochemical, HTS. AID 1032, 2008. Peroxisome proliferator-activated receptor gamma (Homo sapiens), P37231. PPARgamma LBD-SRC-2 recruitment. activation, % at 8 µM. 200,000 tested, 0.34% active; in the data active = activation above about 22%;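 also: 0% = vehicle and 100% = reference agonist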
TLR4-MyD88 BLA – inhibitors of TLR4-MyD88 association in cells, primary screen, cell-based, HeLa CL3-4, BLA complementation, FRET ratio. Toll-like receptor 4 (Homo sapiens) + Myeloid differentiation primary response protein …. HeLa CL3-4 TLR4/MyD88 BLA complementation. inhibition, % at 8.4 µM. 200,000 tested, 0.18% active. AID 861, 2007; in the data active = inhibition above about 25%;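 also: 0% = vehicle and 100% = reference inhibitor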
Target sequence (O00206 whole entry, looked up): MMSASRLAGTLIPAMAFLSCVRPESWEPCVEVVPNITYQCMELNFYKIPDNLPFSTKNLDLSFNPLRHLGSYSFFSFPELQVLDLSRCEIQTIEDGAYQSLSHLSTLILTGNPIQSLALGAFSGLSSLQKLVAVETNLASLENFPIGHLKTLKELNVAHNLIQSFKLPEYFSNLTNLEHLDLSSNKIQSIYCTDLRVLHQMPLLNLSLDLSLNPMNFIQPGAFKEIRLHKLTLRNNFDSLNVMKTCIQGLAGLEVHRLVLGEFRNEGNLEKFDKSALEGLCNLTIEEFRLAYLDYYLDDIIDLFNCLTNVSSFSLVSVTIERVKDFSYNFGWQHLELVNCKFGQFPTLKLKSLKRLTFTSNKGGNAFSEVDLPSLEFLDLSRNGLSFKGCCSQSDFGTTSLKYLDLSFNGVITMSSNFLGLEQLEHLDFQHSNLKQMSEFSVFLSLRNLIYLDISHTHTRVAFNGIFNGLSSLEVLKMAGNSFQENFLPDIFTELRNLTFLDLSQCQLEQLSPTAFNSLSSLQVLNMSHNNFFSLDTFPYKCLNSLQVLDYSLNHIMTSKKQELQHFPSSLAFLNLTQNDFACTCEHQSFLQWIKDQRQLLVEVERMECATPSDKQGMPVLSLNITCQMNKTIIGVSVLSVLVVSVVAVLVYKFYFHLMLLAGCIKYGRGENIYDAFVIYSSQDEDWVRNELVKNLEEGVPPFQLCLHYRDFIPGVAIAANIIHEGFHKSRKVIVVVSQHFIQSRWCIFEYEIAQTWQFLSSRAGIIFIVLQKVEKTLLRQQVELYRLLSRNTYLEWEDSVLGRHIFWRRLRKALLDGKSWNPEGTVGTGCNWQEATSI
Target sequence (Q99836 whole entry, looked up): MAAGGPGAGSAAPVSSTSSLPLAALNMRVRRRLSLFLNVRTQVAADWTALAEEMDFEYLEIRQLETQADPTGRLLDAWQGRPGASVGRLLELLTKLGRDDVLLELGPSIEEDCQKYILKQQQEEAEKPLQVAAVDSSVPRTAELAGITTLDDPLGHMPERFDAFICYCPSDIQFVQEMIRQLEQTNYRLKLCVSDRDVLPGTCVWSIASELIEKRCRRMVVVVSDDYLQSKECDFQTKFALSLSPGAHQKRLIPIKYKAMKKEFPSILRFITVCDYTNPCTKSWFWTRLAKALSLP
Active calls of the source: *; · = no result given.

Start of the data: the first 4 entries as a preview:
SMILES	S1P3 antag	STAT1 blocker	RAM network inh	ROMK mod	TR-FRET SRC-2 ct	PPARg SRC3 recr	STAT3 act	STAT3 inh	PPARg SRC1 recr	PPARg SRC2 recr	TLR4-MyD88 BLA
CC(=O)c1cccc(NC(=O)N2CCCC2C(=O)Nc2c(C)cccc2C)c1 (configuration not stated)	·	8	0.5	0.53	1671	3	100	5	2	-6	-1
CNC(=S)N(CCc1cccc(C)c1)Cc1cc2cc(OC)c(OC)cc2[nH]c1=O	-4	0	1.8	·	1626	-4	104	-6	-5	0	-5
C=CCn1c(CCCNC(=O)C(C)(C)C)nc2ccccc21	-6	0	0.0	·	1575	-1	104	-5	-3	-8	-14
O=C(c1ccccc1)N1CCN(Cc2c[nH]c3ccccc23)CC1	-3	1	0.2	-0.88	1418	1	126	-28	1	-3	11

The whole of this part, from the start:
SMILES	S1P3 antag	STAT1 blocker	RAM network inh	ROMK mod	TR-FRET SRC-2 ct	PPARg SRC3 recr	STAT3 act	STAT3 inh	PPARg SRC1 recr	PPARg SRC2 recr	TLR4-MyD88 BLA
CC(=O)c1cccc(NC(=O)N2CCCC2C(=O)Nc2c(C)cccc2C)c1 (configuration not stated)	·	8	0.5	0.53	1671	3	100	5	2	-6	-1
CNC(=S)N(CCc1cccc(C)c1)Cc1cc2cc(OC)c(OC)cc2[nH]c1=O	-4	0	1.8	·	1626	-4	104	-6	-5	0	-5
C=CCn1c(CCCNC(=O)C(C)(C)C)nc2ccccc21	-6	0	0.0	·	1575	-1	104	-5	-3	-8	-14
O=C(c1ccccc1)N1CCN(Cc2c[nH]c3ccccc23)CC1	-3	1	0.2	-0.88	1418	1	126	-28	1	-3	11
COC(=O)c1[nH]c2ccc(Cl)cc2c1NC(=O)Oc1ccccc1	·	-20	-1.2	·	1485	10	97	8	13	3	-1
CCOc1ccc(CCNC(=O)CCCN2C(=O)c3ccccc3C2=O)cc1OCC	·	-9	1.5	·	1674	7	102	-2	7	13	0
COc1ccc(S(=O)(=O)Cc2ccc(C(=O)NC3CCCC3)o2)cc1	-21	2	1.4	·	1650	3	97	12	8	8	7
COc1ccc(N(CC(=O)NC2CCCC2)C(=O)Cn2nnc(-c3ccc(F)cc3)n2)cc1OC	-19	0	9.3*	-1.3	1668	3	109	-8	1	11	4
O=C(/C(=N\Nc1ccc(Br)cc1)Sc1nnnn1-c1ccccc1)c1ccccc1	-3	1	7.4	0.21	1498	-2	103	0	-2	1	-3
Cc1n[nH]c(C)c1S(=O)(=O)N1CCC(C(=O)N2CCn3c2nc2ccccc23)CC1	·	9	1.2	1.5	1551	-6	114	-10	-5	2	4
Cc1ccc2occ(-c3nn[nH]n3)c(=O)c2c1	-2	14	-0.8	·	1675	2	90	14	3	0	-5
COc1ccc(C(=O)C2CCCN(S(=O)(=O)C(C)C)C2)c(C)c1 (configuration not stated)	-11	4	-0.2	-0.013	1326	1	105	-4	9	-4	10
O=C(O)Cc1nc2nc3c(c(=O)n2[nH]1)CCCC3	-31	-2	0.0	·	1573	-1	106	-3	2	2	-9
N#Cc1nc(Cc2cccc3ccccc23)oc1N1CCCCC1	-5	8	12*	-0.14	1866	-2	120	-20	10	0	2
Cc1ccc(S(=O)(=O)N(Cc2ccccc2)c2ccccc2C(=O)Nc2ccccc2C(=O)NCc2ccco2)cc1	5	-2	5.5	-0.2	1776	3	100	4	6	11	-19
Cc1ccc(C(=O)NC2CCc3ccccc3C2=O)cc1 (configuration not stated)	-4	-43	1.6	-0.26	1768	3	97	5	6	6	3
Cc1nn(C)c(Cl)c1CN1CCC(CO)(CCOc2ccccc2)CC1	1	7	0.5	-1.4	1394	-4	95	12	1	6	14
O=c1[nH]c(N2CCc3ccccc3C2)nc2c1CCC2	-8	0	1.8	·	1478	-4	80	28	-6	0	6
O=C(c1ccc(Cl)c(S(=O)(=O)Nc2ccc(F)cc2)c1)N1CCN(c2ccccn2)CC1	·	5	1.1	·	1493	-3	114	-14	-7	-6	7
CCOc1ncccc1C(=O)N1CCN(C(c2ccccc2)c2ccccc2)CC1	8	-22	1.5	-1.3	1709	7	99	6	7	6	-6
O=C(O)/C=C1\NC(=O)c2ccccc21	·	8	-0.4	0.9	1575	5	98	5	1	10	-4
C/C(=N\N=C1\NC(=O)C(CC(=O)Nc2ccc(C)c(Cl)c2)S1)C(C)C (configuration not stated)	-19	-2	1.3	-0.35	1500	1	98	6	-1	-2	3
S=C(Nc1ccccc1)N1CCN(C/C=C/c2ccccc2)CC1	-7	-13	-1.0	-0.8	1630	3	95	10	0	4	-6
COc1ccc(NCc2nnc(SCC(=O)c3ccc(OC)cc3)n2C)cc1	-14	-4	3.6	-1.4	1596	14	109	-7	4	7	-16
Cc1ccc(Nc2nc(N)nc(CC#N)n2)cc1	-3	-40	-0.9	·	1403	5	106	-3	-3	5	0
CN(C(=O)c1ccc(OC2CCN(S(=O)(=O)N(C)C)CC2)cc1)C1CCCCC1	-7	13	1.8	-0.057	1596	-4	91	16	4	-2	-4
O=C(NC1CCC(O)CC1)c1ccc(S(=O)(=O)NCc2ccco2)cc1 (configuration not stated)	·	5	1.2	-0.27	1581	5	102	-2	8	3	4
O=C1CSC(c2cccc([N+](=O)[O-])c2)N1c1ccc(O)cc1 (configuration not stated)	0	-2	2.4	0.45	1661	4	99	3	1	5	-6
O=C(CCn1cnc(-c2ccccc2)c1-c1ccccc1)N/N=C/c1ccccc1O	-10	-12	2.5	0.86	1566	0	101	1	-6	-3	-4
O=C(CN1C(=O)C2(OCCCO2)c2ccccc21)NCc1ccccc1	-41	6	-0.2	-0.48	1473	-1	97	8	-1	-1	6

Fetched by structure from the entries so far (three):
SMILES	S1P3 antag	STAT1 blocker	RAM network inh	ROMK mod	TR-FRET SRC-2 ct	PPARg SRC3 recr	STAT3 act	STAT3 inh	PPARg SRC1 recr	PPARg SRC2 recr	TLR4-MyD88 BLA
COc1ccc(NCc2nnc(SCC(=O)c3ccc(OC)cc3)n2C)cc1	-14	-4	3.6	-1.4	1596	14	109	-7	4	7	-16
Cc1nn(C)c(Cl)c1CN1CCC(CO)(CCOc2ccccc2)CC1	1	7	0.5	-1.4	1394	-4	95	12	1	6	14
Cc1ccc(Nc2nc(N)nc(CC#N)n2)cc1	-3	-40	-0.9	·	1403	5	106	-3	-3	5	0

Further structures follow.
SMILES	S1P3 antag	STAT1 blocker	RAM network inh	ROMK mod	TR-FRET SRC-2 ct	PPARg SRC3 recr	STAT3 act	STAT3 inh	PPARg SRC1 recr	PPARg SRC2 recr	TLR4-MyD88 BLA
Cc1cc(F)c(F)c(C(=O)N2CCOCC2)c1	·	11	-0.8	0.077	1822	4	92	12	-1	10	-2
O=C1OC(Nc2ccc(Cl)cn2)c2ccccc21 (configuration not stated)	·	-6	1.1	0.13	1517	-6	98	2	-3	-3	-5
O=C(COC(=O)C1=Cc2ccccc2OC1)NC1CCCC1	·	9	1.3	·	1635	9	101	4	0	4	-11
CC(C)(C)C(=O)COC(=O)c1cc2ccccc2cc1O	·	5	3.4	-0.05	1663	8	92	10	0	4	-4
Cc1sc2ncnc(N/N=C/c3ccc(O)cc3)c2c1C	-16	-22	-0.8	·	1455	-5	94	2	-7	-1	4
O=C(CN(C1CCCCC1)C1CCCCC1)N1CCc2ccccc2C1	·	0	1.2	-1.8	1642	6	113	-17	3	-2	-1
COc1cc(C2C(C#N)=C(N)Oc3cc(N)ccc32)cc(OC)c1OC (configuration not stated)	·	-10	0.7	1.4	1498	-5	108	-5	-5	-8	4
COc1cccc(N=Nc2c(=O)[nH]n3c(=O)c4c([nH]c23)CCC4)c1	-22	6	6.0	1.2	1567	8	107	-3	4	-3	10
CN1CCN(C(=O)c2cn(C)c3ccc(S(=O)(=O)N(C)C4CCCCC4)cc3c2=O)CC1	6	-1	1.0	·	1531	-7	98	11	-6	-1	-12
O=C(Cc1ccc(S(=O)(=O)N2CCCC2)s1)N1CCN(c2ccc(F)cc2)CC1	6	7	1.0	0.55	1642	3	101	8	6	5	-12
CCOc1nc(-c2ccccc2)ccc1-c1noc(-c2ccncc2)n1	-4	-6	0.4	0.083	1670	2	101	4	-4	0	10
CCS(=O)(=O)c1nc(S(=O)(=O)c2ccc(Cl)cc2)c(N2CCc3ccccc3C2)s1	10	5	7.0	-0.28	1631	7	106	-3	0	1	-14
Cc1cc(/C=C2/NC(=O)N(c3ccccc3)C2=O)c(C)n1C(C)C	15	-33	5.5	-0.45	1584	4	80	26	2	2	-10
CC(C)(O)C#Cc1ncc(C(F)(F)F)cc1Cl	10	2	1.9	0.12	1480	6	97	15	11	-1	5
COc1ccc(CCNC(=O)CSCc2n[nH]c(=O)[nH]2)cc1OC	0	-8	-0.5	·	1475	-6	110	-7	-5	-3	-1
CCOC(=O)CCCNC(=O)COC(=O)c1ccc(O)cc1	·	-2	2.3	-1	1459	5	103	-6	0	-1	-2
O=C(Nc1ccc(F)cc1)c1sc(Cl)nc1-c1ccccc1	-5	1	3.3	0.018	1556	1	98	0	2	8	-3
COc1cc(C(=O)NCC(=O)N/N=C/c2cccc(OC(=O)c3ccco3)c2)cc(OC)c1OC	-5	-2	0.8	0.043	1528	-3	104	-3	5	2	5
COc1ccc(/C=C/C(=O)NC2CCCCCCC2)cc1S(=O)(=O)N1CCOCC1	-10	-4	1.2	-0.86	1775	5	110	-7	1	9	-13
C=CCn1c(SCc2ccccc2)nnc1-c1cccnc1	8	-5	3.6	·	1464	-6	104	-1	4	-5	-1
CC(=O)Nc1ccc(NC(=O)c2ccccc2F)cc1	-51	-15	0.0	-0.38	1463	0	101	-2	-8	3	4
Cc1ccc(C)c(NS(=O)(=O)c2ccc(NC(=O)c3ccco3)cc2)c1	·	1	2.4	·	1742	-7	95	10	-4	3	-1
Cc1cccnc1NC(=S)Nc1ccc(F)cc1F	-23	-29	3.5	-1.4	1638	7	85	22	11	4	-6

Assay outcomes from PubChem BioAssay.
